Source: PubChem BioAssay (several laboratories)
GC-B act: human GC-B receptor activators, primary screen, HEK293 GC-B cells, cGMP TR-FRET, EC30 CNP; Atrial natriuretic peptide receptor 2 (Homo sapiens), P20594; 0% at EC30 CNP, 100% saturating CNP; activation, % at 10 µM; hit rate 0.11% among 370,000; AID 1920062, 2024;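 active = activation at 10 µM reaching about 35% in either raw or pattern-adjusted values, limit read from the data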
ARFGAP1 inhibitor: inhibitors of rat ARFGAP1 GAP activity, primary screen, biochemical, fluorescence polarization, GDP tracer; ADP-ribosylation factor GTPase-activating protein 1 (Rattus norvegicus), Q62848; Arfgap1-stimulated ARF1 GTP hydrolysis, GDP FP detection; inhibition, % at 16.5 µM; hit rate 0.26% among 360,000;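 active = inhibition above a per-plate limit, mean inhibition of low control wells plus 3 SD, cut at about 25% in these data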;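 note: 0% = DMSO wells with enzyme and 100% = wells lacking Arfgap1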
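Replicates: Single well per compound | Assay system: Truncated rat Arfgap1 GAP domain | Control set: No-Arfgap1 wells (100%) versus DMSO full-reaction wells (0%) | Times: Enzyme reaction 120 min at 25 °C after 20 min preincubation | Reagent: Human ARF1(Δ1-17)-GTP substrate | Measured by: Tracer-displacement fluorescence polarization with EDTA stop, 620/688 nm | Measure: Percent inhibition of Arfgap1-stimulated GTP hydrolysis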
GC-A act: GC-A stimulated cGMP production enhancers – HEK293 GC-A cells, cGMP TR-FRET, EC30 ANP, primary screen; hit rate 0.14% among 370,000; Atrial natriuretic peptide receptor 1 (Homo sapiens), P16066; 0% at EC30 ANP, 100% saturating ANP; activation, % at 10 µM; in the data active = activation above about 40%
Target sequence (P16066 whole entry, looked up): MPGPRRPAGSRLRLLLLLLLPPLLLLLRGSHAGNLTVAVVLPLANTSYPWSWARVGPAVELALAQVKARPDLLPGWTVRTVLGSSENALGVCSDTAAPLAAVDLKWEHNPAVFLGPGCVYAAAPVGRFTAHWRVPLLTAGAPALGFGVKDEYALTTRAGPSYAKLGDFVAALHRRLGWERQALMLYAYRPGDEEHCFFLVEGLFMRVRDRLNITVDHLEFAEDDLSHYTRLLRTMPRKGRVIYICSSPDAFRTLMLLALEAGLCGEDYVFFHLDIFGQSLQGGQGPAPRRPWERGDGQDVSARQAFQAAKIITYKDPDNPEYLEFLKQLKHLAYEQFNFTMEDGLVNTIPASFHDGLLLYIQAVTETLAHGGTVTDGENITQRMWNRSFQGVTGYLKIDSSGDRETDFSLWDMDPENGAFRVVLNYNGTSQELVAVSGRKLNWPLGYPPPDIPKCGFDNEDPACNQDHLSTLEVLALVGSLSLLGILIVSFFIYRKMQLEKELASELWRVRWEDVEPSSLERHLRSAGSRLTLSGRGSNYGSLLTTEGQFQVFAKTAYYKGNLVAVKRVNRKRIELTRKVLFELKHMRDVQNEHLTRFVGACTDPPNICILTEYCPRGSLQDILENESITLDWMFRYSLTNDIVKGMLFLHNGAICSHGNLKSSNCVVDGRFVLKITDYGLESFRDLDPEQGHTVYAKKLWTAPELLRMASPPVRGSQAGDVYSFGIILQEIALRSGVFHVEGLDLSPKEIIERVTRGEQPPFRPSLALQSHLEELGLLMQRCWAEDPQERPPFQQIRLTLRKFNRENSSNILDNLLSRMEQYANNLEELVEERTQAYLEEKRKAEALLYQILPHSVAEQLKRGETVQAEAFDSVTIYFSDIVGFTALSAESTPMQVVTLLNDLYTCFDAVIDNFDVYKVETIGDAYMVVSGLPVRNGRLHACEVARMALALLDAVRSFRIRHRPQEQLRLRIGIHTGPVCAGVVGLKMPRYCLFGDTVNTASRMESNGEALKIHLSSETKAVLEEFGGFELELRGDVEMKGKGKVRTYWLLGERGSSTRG
ABHD4 inh: ABHD4 inhibitors, primary screen, biochemical, fluorescence polarization, mouse; (Lyso)-N-acylphosphatidylethanolamine lipase (Mus musculus), Q8VD66; purified mABHD4, FP-Rh probe fluorescence polarization; inhibition, % at 8.92 µM; hit rate 0.54% among 370,000; AID 720543, 2013;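 active = inhibition exceeding the mean over every tested compound plus 3 SD, cut at about 30% in these data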;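 note: 0% = plate median of compound wells and 100% = S159A mutant with DMSO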
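Material: mouse ABHD4 enzyme, wild type; Benchmarks: S159A mutant high control, sample median low control; Buffer or medium: HEPES pH 7.0, NaCl, Pluronic buffer; Signal: fluorescence polarization; Read-out: percent inhibition of probe binding, normalized to plate controls; Timing: pre-incubation 45 min, probe exposure 60 min, at 25 °C; Dosing: 8.92 µM, single dose.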
PG9 binder: binders of HIV-1 gp120 antibody PG9, primary screen, biochemical, TR-FRET; HIV-1 gp120 / PG9 antibody interaction; TR-FRET gp120-PG9 antibody binding; inhibition, % at 6.7 µM; hit rate 0.43% among 360,000; AID 624416, 2012; in the data active = inhibition above about 8.5%
SMARCA2 activ: SMARCA2 (BRM) function activators, primary screen, cell-based, luminescence, high throughput; MG213 cells, MMTV-luciferase reporter, dexamethasone, overnight; activation, % at 9.1 µM; hit rate 1% among 370,000; in the data active = activation above about 7.8%;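 note: 0% = vehicle wells and 100% = reference activator wells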
NR1D1 modulator: modulators of Rev-erb alpha DNA binding, primary screen, biochemical, FITC-DNA, fluorescence polarization, uHTS | Nuclear receptor subfamily 1 group D member 1 (Homo sapiens), P20393 | Rev-erbα–FITC-DNA binding, 90 min | activity, % at 10 µM | hit rate 0.79% among 370,000;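 active = activity above about 14%, limit read from the data; passing the limit was not always enough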;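 note: 0% = DMSO wells with 35 nM protein and 100% = DMSO wells with 750 nM protein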
rCAG binder: binders of r(CAG) RNA repeats, primary screen, biochemical, fluorescence; AID 651821, 2012; inhibition, % at 3 µM; hit rate 1.3% among 370,000; r(CAG) RNA repeat, TO-PRO-1 dye displacement fluorescence;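 active = inhibition above the plate cutoff, the mean of all test compounds on that plate plus 3 SD, cut at about 35% in these data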;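 note: 0% = DMSO alone and 100% = 100 µM mitoxantrone as full dye displacement; higher means more dye released from RNA so lower well fluorescence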
HTRA1 inhibitor: HTRA1 serine protease inhibitors, primary screen, biochemical, fluorescence polarization, HTS; recombinant HTRA1, FP-rhodamine activity-based probe; inhibition, % at 5.96 µM; hit rate 0.5% among 340,000; AID 504803, 2011; in the data active = inhibition above about 36%;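 note: 0% = enzyme with DMSO and 100% = wells lacking enzyme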
ASAP1 inh: inhibitors of human ASAP1 ArfGAP activity, primary screen, biochemical, fluorescence polarization; AID 624377, 2012; ASAP1-stimulated ARF1 GTP hydrolysis, GDP FP detection; Arf-GAP with SH3 domain, ANK repeat and PH domain-containing protein 1 (Homo sapiens), …; inhibition, % at 16.5 µM; hit rate 0.19% among 360,000; in the data active = inhibition above about 25%;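 note: 0% = vehicle with enzyme and substrate and 100% = no enzyme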
Active calls of the source: *; · = no result given.

[1] O=C(COc1ccc(Br)cc1)NNC(=S)NC(=O)c1ccccc1[N+](=O)[O-]
[2] CCOC(=O)CC1=C(C(=O)OCC)C(c2ccc(OC)cc2OC)C(C#N)=C(N)O1 (configuration not stated)
[3] COc1ccccc1-n1cnnc1SCC(=O)N1CCN(C(=O)c2ccco2)CC1
[4] O=C1NC[C@H](CCCCN2CCN(Cc3ccccc3)C(=O)C2=O)N(CCc2ccccc2)C1=O
[5] NC(=O)COC(=O)c1ccc(S(=O)(=O)N2CCCCCC2)cc1
[6] O=C(Nc1ccc2nc3n(c(=O)c2c1)CCCC3)c1ccc(Cl)nc1
[7] CCOc1cc2c(cc1O)CCC1C2CCC2(C)C(O)CCC12 (configuration not stated)
[8] CCCN1CCc2c(sc(NC(=O)c3ccc(S(=O)(=O)N4CCN(C(=O)OCC)CC4)cc3)c2C(N)=O)C1

compound no.	1	2	3	4	5	6	7	8
GC-B act	1	-7	2	1	8	-2	-8	-1
ARFGAP1 inhibitor	1	2	5	-1	-12	-4	-3	3
GC-A act	-2	-9	0	0	4	-3	-5	-2
ABHD4 inh	18	0	5	-7	-2	3	-2	-2
PG9 binder	-1.6	0.4	2.2	0.3	1.0	1.7	0.3	-5.0
SMARCA2 activ	-1	-2	-1	-3	-3	-2	0	-1
NR1D1 modulator	-3	1	2	0	2	5	-4	-5
rCAG binder	26	-1	-2	0	-1	0	3	-7
HTRA1 inhibitor	10	-1	4	·	5	0	-6	-6
ASAP1 inh	8	9	8	0	3	-2	12	5

[9] Cc1ccc(S(=O)(=O)c2ccc(Cl)cc2)cc1S(=O)(=O)N1CCOCC1
[10] CCc1nc2ccc(C(=O)Nc3cccc(OC)c3)cn2c1N(CC)CCOC
[11] CN(CCc1ccccn1)C(=O)Nc1ccc(F)cc1
[12] CCc1nc2c(OCc3ccc(Cl)cc3Cl)cccn2c1N(C)C(=O)c1ccccc1F
[13] c1ccc(Cc2cc[n+](Cc3ccccc3)cc2)cc1
[14] CC(C)Cn1c(N2CCN(CC(=O)Nc3ccc(Cl)cc3)CC2)nc2ccccc21
[15] CC(Oc1ccc(/C=N/NC(=O)Cc2cccc3ccccc23)cc1)C(=O)O (configuration not stated)
[16] CCOP(=O)(OCC)C(Cc1ccccc1)N=C(c1ccccc1)c1ccccc1 (configuration not stated)

compound no.	9	10	11	12	13	14	15	16
GC-B act	3	0	-4	-6	5	1	2	-18
ARFGAP1 inhibitor	6	17	-3	13	-14	14	-5	-1
GC-A act	1	2	5	-3	-1	-9	5	-26
ABHD4 inh	-3	-2	-5	-10	2	-5	2	0
PG9 binder	1.8	0.1	0.2	-1.6	-3.1	0.3	-0.3	-1.6
SMARCA2 activ	-5	-1	-2	-6	-4	-5	-4	-4
NR1D1 modulator	6	6	-2	4	-8	-1	-7	-8
rCAG binder	-4	-1	1	3	0	-1	13	0
HTRA1 inhibitor	0	·	7	·	0	-36	-6	·
ASAP1 inh	-7	9	-8	-6	0	-11	-4	0

[17] CC1(C)Cc2cccc(OCC(=O)N3CCN(c4ccccc4F)CC3)c2O1
[18] O=C(NCc1cc([N+](=O)[O-])ccc1O)c1cccnc1Sc1ccccc1Cl
[19] Cc1cccc(-c2noc(-c3ccoc3C)n2)c1
[20] COc1ccc(Cc2nnc(-c3ccccc3)o2)cc1
[21] CCCCCCCc1c(C)nc(N2CCOCC2)[nH]c1=O
[22] CCN(C(=O)CSc1nc2ccccc2o1)c1c(N)n(Cc2ccccc2)c(=O)[nH]c1=O
[23] O=C(NC1CC1)C1=C[C@@H](C2CCCCC2)C[C@@H](OCc2ccc(CO)cc2)O1
[24] Cc1ccc(Nc2nc(N3CCOCC3)nc(N3CCOCC3)n2)cc1C

compound no.	17	18	19	20	21	22	23	24
GC-B act	-17	-4	-3	-3	-5	0	2	-4
ARFGAP1 inhibitor	8	7	6	13	-15	4	6	-3
GC-A act	-11	0	0	-20	-2	3	-2	4
ABHD4 inh	-4	-4	1	2	1	1	-10	-6
PG9 binder	-2.0	-2.1	3.6	0.6	0.9	0.4	0.0	-1.4
SMARCA2 activ	-3	1	3	-1	2	-1	-1	-4
NR1D1 modulator	-2	-3	3	-3	2	0	-3	0
rCAG binder	-11	13	1	-7	-2	1	-1	-7
HTRA1 inhibitor	2	-2	-6	-2	0	3	-12	-3
ASAP1 inh	6	-3	2	1	4	-4	3	3

[25] Cc1ccnc(SCc2cc(=O)c(OC(=O)c3ccc(C)c([N+](=O)[O-])c3)co2)n1
[26] COc1ccc(CC(=O)N/N=C/c2cc(Br)cs2)cc1OC
[27] CCN(CC(=O)NCc1ccc(F)cc1)C(=O)/C=C/c1ccco1
[28] CCN(c1ccccc1C(=O)O)S(=O)(=O)c1ccc2[nH]c(=O)[nH]c2c1
[29] COc1ccc(C(=O)C[n+]2ccc(-c3nnc4n3CCCCC4)cc2)cc1
[30] OC1(c2ccc(F)cc2)CCN(Cc2cccnc2)CC1
[31] COc1cccc(-c2cnc3c(NC=O)cc(-c4ccc(OC)cc4OC)cn23)c1
[32] Cc1cccc(C)c1NC(=O)C1CCCN1S(=O)(=O)c1cccc2cccnc12 (configuration not stated)

compound no.	25	26	27	28	29	30	31	32
GC-B act	2	8	2	-2	6	9	5	-3
ARFGAP1 inhibitor	·	4	-3	2	0	13	-5	·
GC-A act	2	9	-2	7	1	5	4	0
ABHD4 inh	1	-6	-3	5	12	-2	-2	4
PG9 binder	·	-4.8	-1.0	-0.5	-0.7	-1.1	0.3	·
SMARCA2 activ	·	-1	0	-2	-5	2	3	2
NR1D1 modulator	6	0	-1	-3	1	-1	7	-2
rCAG binder	·	-5	5	3	2	4	9	1
HTRA1 inhibitor	·	-5	-4	-4	5	-5	·	·
ASAP1 inh	·	15	-1	-9	-17	-2	0	·

[33] COc1ccccc1NC1=NCC(=O)N1Cc1ccccc1
[34] CN(C)CCNC(=O)C1CCCNC1=O (configuration not stated)
[35] C=CCn1c(SCc2ccc(Br)cc2F)nc2cc(C(=O)O)ccc2c1=O
[36] Cc1cc(C)c(S(=O)(=O)Cc2ccccc2)c(=O)[nH]1
[37] O=C(Nc1cccnc1)C1=NN(C2CCS(=O)(=O)C2)C(=O)CC1 (configuration not stated)
[38] CC(=O)c1ccc(-n2c(SCC(=O)c3c[nH]c4ccccc34)nc3ccccc3c2=O)cc1
[39] CCOC(=O)C1CCN(C(=O)c2ccccc2N(C)S(C)(=O)=O)CC1
[40] COC(=O)c1cc(-c2ccc(OC)c(OC)c2)n[nH]1

compound no.	33	34	35	36	37	38	39	40
GC-B act	-3	5	4	1	2	6	4	3
ARFGAP1 inhibitor	2	11	-23	2	5	12	6	1
GC-A act	-4	2	8	2	-2	0	3	0
ABHD4 inh	1	4	-21	1	0	-36	2	-3
PG9 binder	1.6	0.5	1.1	0.0	-4.3	0.1	1.1	0.4
SMARCA2 activ	-2	-2	-1	-2	5	1	2	3
NR1D1 modulator	-8	1	0	1	8	18	0	2
rCAG binder	3	-2	57*	-2	-1	18	-1	4
HTRA1 inhibitor	0	-4	-49	-3	3	-52	3	-1
ASAP1 inh	-11	-5	8	-5	5	0	-12	2

[41] O=C(CCS(=O)(=O)c1cccs1)N1CCN(c2ccc(F)cc2)CC1
[42] O=C(NCC(F)(F)F)c1ccc(S(=O)(=O)NCCc2ccc3c(c2)OCCO3)cc1
[43] COc1ccc(C)cc1NC(=O)C(c1ccccc1)N1CCN(CC(=O)N2CCOCC2)CC1 (configuration not stated)
[44] COC(=O)C1=C(C)N(C)C(=NCc2ccc(C(F)(F)F)cc2)NC1c1ccc(F)cc1 (configuration not stated)
[45] COc1c2c(nc3occc13)C(CCC(C)(C)O)(OC)C(O)CC2 (configuration not stated)
[46] CC(C)c1nc(SCC(=O)N2CCCC2)c2c(=O)n(C)c(=O)n(C)c2n1
[47] CSc1nc2ccc(NS(=O)(=O)c3ccccc3F)cc2s1
[48] CCN1CCN(C(=O)/C=C/c2c(F)cccc2Cl)CC1
[49] N=C1S/C(=C\c2ccc(-c3ccccc3C(=O)O)o2)C(=O)N1c1ccc2c(c1)OCO2
[50] CCOCCCNC(=O)c1ccc(N2CCOCC2)c(NS(=O)(=O)c2ccc(OC)cc2)c1
[51] O=C(Cc1cccs1)NNC(=S)NC(=O)c1ccc(F)c(F)c1

compound no.	41	42	43	44	45	46	47	48	49	50	51
GC-B act	-3	-2	-2	-1	-4	2	-9	3	7	-6	1
ARFGAP1 inhibitor	-11	14	2	3	-5	-5	-3	11	12	-3	-2
GC-A act	0	-2	2	-5	-1	10	1	1	-5	-2	-1
ABHD4 inh	6	-4	1	6	0	-2	-4	5	49*	-2	6
PG9 binder	-1.1	0.4	0.5	-1.0	-0.5	-2.4	-0.9	-1.9	-12	0.5	-1.7
SMARCA2 activ	0	-4	0	-3	-2	-1	0	0	3	-6	-1
NR1D1 modulator	-1	12	-4	2	3	4	-4	3	1	2	-4
rCAG binder	-2	3	-5	7	-6	-3	5	0	42*	-7	4
HTRA1 inhibitor	1	-10	-7	·	19	-4	1	0	8	-6	8
ASAP1 inh	10	-2	6	4	3	-1	3	6	-1	-1	-4
